BH1578 lux ind: inducers of Vibrio cholerae quorum light production without autoinducers | V. cholerae BH1578 lux reporter, luminescence, 6 h | activation, % at 18.7 µM | hit rate 0.16% among 350,000; in the data active = activation mostly above about 9.7%, no sharp cut-off; also: not every result past the cut was called active; inactives centre near 0; reference of the scale not given here
PfHsp40 rescue: restores yeast growth despite PfHsp40 toxicity. S. cerevisiae expressing PfHsp40, growth rescue, ATP luminescence. growth rescue, % at 12.5 µM. hit rate 0.68% among 340,000; in the data active = growth rescue above about 28%, passing the limit was not always enough;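 also: yeast W303a lacking pdr1 and pdr3 grown in galactose medium; growth measured after three days at 30 °C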
SSB-PriA inh: blocks PriA binding to SSB C-terminal tail; AID 1272365; hit rate 0.6% among 430,000; AlphaScreen SSBct-PriA binding, biotinylated peptide; inhibition, % at 33 µM; in the data active = inhibition mostly above about 37%, no sharp cut-off; inactive = mostly below about 20%;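 also: plate controls were negative control peptide for no effect and reference peptide for full effect; strong numbers were not always called active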
Yp Topo-I inh: inhibitors of Yersinia pestis topoisomerase I; Y. pestis Topo-I cleavage product accumulation, plate reader; activity, % at 10 µM; hit rate 0.064% among 360,000; AID 504884; in the data active = activity above about 50%, passing the limit was not always enough; also: inactives centre near 2
SARS 3CLpro inh: SARS-CoV 3CLpro protease inhibition; recombinant SARS-CoV 3CLpro, quenched FRET peptide cleavage; inhibition, % at 6 µM; hit rate 0.14% among 290,000; P0C6X7; in the data active = inhibition above about 12%
PrPC TRFRET: inhibitors of human cell surface prion protein PrPC | TR-FRET read-out | P04156 | AID 720596 | inhibition, % at 13.8 µM | hit rate 0.43% among 370,000; in the data active = inhibition above about 24%; also: 0% = median of the test wells and 100% = reference compound wells
BoNT-A LC inh2: blocks Botulinum neurotoxin A light chain protease. hit rate 0.17% among 360,000. multiplex microsphere protease substrate cleavage, flow cytometry. inhibition, % at 10 µM; also: plate controls were buffer without enzyme for full effect and enzyme alone for no effect
TcdB inh: TcdB glycohydrolase inhibition | P18177 | TcdB glycohydrolase enzymatic assay, plate reader | inhibition, % at 9.99 µM | hit rate 0.24% among 350,000 | AID 652162; in the data active = inhibition above about 10%
Anthrax LF prot: blocks Bacillus anthracis lethal factor protease; P15917; inhibition, % at 10 µM; hit rate 0.12% among 360,000; multiplex microsphere protease cleavage assay, LF; also: plate controls were buffer without enzyme for full effect and enzyme alone for no effect
Target sequence (P15917 whole entry, looked up): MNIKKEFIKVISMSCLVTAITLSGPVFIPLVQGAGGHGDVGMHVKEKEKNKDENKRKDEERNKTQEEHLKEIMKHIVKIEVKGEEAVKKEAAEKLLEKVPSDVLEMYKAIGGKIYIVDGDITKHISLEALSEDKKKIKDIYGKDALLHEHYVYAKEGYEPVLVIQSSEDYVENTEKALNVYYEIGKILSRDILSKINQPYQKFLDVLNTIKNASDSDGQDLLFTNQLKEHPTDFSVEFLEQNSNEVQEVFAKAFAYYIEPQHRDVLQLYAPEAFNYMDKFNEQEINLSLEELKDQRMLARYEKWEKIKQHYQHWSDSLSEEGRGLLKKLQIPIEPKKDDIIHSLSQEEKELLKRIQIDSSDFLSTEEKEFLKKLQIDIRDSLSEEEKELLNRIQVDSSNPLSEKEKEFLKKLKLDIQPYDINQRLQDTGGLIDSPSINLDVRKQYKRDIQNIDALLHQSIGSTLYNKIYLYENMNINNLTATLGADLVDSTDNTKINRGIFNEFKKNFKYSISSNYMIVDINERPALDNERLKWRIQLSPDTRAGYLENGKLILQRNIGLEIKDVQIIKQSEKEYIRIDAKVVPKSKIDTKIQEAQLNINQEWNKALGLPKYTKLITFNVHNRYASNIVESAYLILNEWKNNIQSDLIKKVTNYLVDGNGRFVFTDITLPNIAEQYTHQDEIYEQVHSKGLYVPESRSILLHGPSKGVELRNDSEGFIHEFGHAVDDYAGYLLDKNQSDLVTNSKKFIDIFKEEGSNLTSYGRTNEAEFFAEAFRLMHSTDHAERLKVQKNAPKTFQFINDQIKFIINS
* = called active by the depositor; i = inactive; . = not tested or not shown; & = joins results of further samples. Rule as the data show it, unless noted: active = inhibition above about 30%; inconclusive = no clear call, values can overlap the other calls; inactive = below that.

SMILES	BH1578 lux ind	PfHsp40 rescue	SSB-PriA inh	Yp Topo-I inh	SARS 3CLpro inh	PrPC TRFRET	BoNT-A LC inh2	TcdB inh	Anthrax LF prot
CCOC(=O)C1Nc2ccc(OC(F)(F)F)cc2C2C=CCC12 (stereo not given)	-4.0	3.1	20	3	.	1	0.9	-0.1	-14
Nc1c(N(Cc2ccccc2)C(=O)CCc2ccccc2)c(=O)[nH]c(=O)n1Cc1ccccc1	i	1.1	-7	10	.	0	-2.0	-0.3	-5
CC(C(=O)Nc1ccc(Cl)cc1)N(C)Cc1cccs1 (stereo not given)	-0.5	0.3	-25	17	3	4	-2.0	0.3	-2
COc1ccc2oc(C(=O)OC(C)C(=O)N3CCC(C)CC3)c(C)c2c1 (stereo not given)	-2.5	-0.1	-3	23	.	3	-0.9	0.3	-8
COc1ccc(N(CC(=O)Nc2cc(Cl)ccc2C)S(=O)(=O)c2c(C)noc2C)cc1	-0.3	-1.2	-20	25	4	0	-0.3	3.4	-2
C/C(Cn1nnc([N+](=O)[O-])n1)=N\NC(=O)c1cccc(Cl)c1	i	-1.4	.	-13	1	-14	-1.5	-0.2	-1
O=C(CCNC(=O)c1ccco1)NCCN1C(=O)S/C(=C\c2ccc(F)cc2)C1=O	i	-1.0	-6	7	.	-11	-1.6	0.4	4
O=C(CN1C(=O)/C(=C/c2ccccc2Cl)SC1=S)NC1CCS(=O)(=O)C1 (stereo not given)	i	-0.2	-15	23	-2	-4	0.6	-1.9	0
Cc1ccc2[nH]c3c(N4CCOCC4)ncnc3c2c1	-0.6	-0.1	-15	-8	8	6	0.7	.	-3
CCNC(=S)N1CCN(S(=O)(=O)/C=C/c2ccccc2)CC1	-0.4	-0.6	-10	-7	0	6	-0.6	0.4	-2
Cc1cc(NC(=O)c2ccccc2)cc(NC(=O)c2ccccc2)c1C	-2.1	-1.1	-12	6	6	5	-2.9	1.1	-8
Cn1c(=O)[nH]c(=O)c2c1nc(Br)n2C/C=N/NC(=O)c1ccccc1	i	1.2	i	1	2	9	.	0.5	.
CCN1C(=O)CC(N2CCC(C(=O)N3CCOCC3)CC2)C1=O (stereo not given)	0.9	-0.5	-11	-4	3	5	-2.1	.	-1
Cc1ccc(CNC(=O)c2ccc(N3CCC4(CC3)CC(c3cccc(Br)c3)=NO4)c(NC(=O)c3cccc(C)c3)c2)cc1	i	-0.3	-10	-2	.	3	-0.6	0.1	-4
CCOC(=O)c1c(-c2ccc(C)cc2)csc1NC(=O)CCN1CCOCC1	i	24	-1	5	-1	7	-0.3	1.3	0

Structures above that have a thiophene ring, fused or not:
SMILES	BH1578 lux ind	PfHsp40 rescue	SSB-PriA inh	Yp Topo-I inh	SARS 3CLpro inh	PrPC TRFRET	BoNT-A LC inh2	TcdB inh	Anthrax LF prot
CC(C(=O)Nc1ccc(Cl)cc1)N(C)Cc1cccs1 (stereo not given)	-0.5	0.3	-25	17	3	4	-2.0	0.3	-2
CCOC(=O)c1c(-c2ccc(C)cc2)csc1NC(=O)CCN1CCOCC1	i	24	-1	5	-1	7	-0.3	1.3	0

Remaining list, next part:
SMILES	BH1578 lux ind	PfHsp40 rescue	SSB-PriA inh	Yp Topo-I inh	SARS 3CLpro inh	PrPC TRFRET	BoNT-A LC inh2	TcdB inh	Anthrax LF prot
CCCCOC(=O)C1=C(C)Nc2nnnn2C1c1ccccc1Cl (stereo not given)	i	2.4	1	16	-1	13	-0.5	.	1
NC(=O)c1ncc(C(F)(F)F)cc1Oc1cccc(C(F)(F)F)c1	0.5	-1.0	-7	-1	2	2	-1.6	.	4
O=C(N/N=C/c1ccco1)c1ccccc1OCc1ccccc1Cl	2.3	1.3	.	-6	4	-7	-0.5	2.6	0
CCC(=O)N1CCc2cc(S(=O)(=O)NC(Cc3ccccc3)C(=O)Nc3nccs3)ccc21 (stereo not given)	-0.4	-0.8	-12	0	-4	5	0.4	.	-1
Cc1ccc(N(Cc2ccccc2)C(=O)c2cc(S(=O)(=O)N3CCOCC3)ccc2F)cc1	i	-0.8	-6	31	.	3	0.6	-2.0	-3
COc1ccc(CCC(=O)OCC(=O)N2CCN(S(=O)(=O)c3ccc(C)cc3C)CC2)cc1	i	1.4	-15	8	.	-6	-2.5	0.8	0
Cc1ccc2c(c1)c1c(n2CC(O)CNC2CCCCC2)CCCC1 (stereo not given)	-0.2	0.7	32	-16	3	8	-0.2	-0.9	-6
Oc1ccccc1OCC(O)c1ccccc1 (stereo not given)	-0.2	-0.4	-1	-4	4	14	1.4	0.9	-2
O=C(NCCc1ccc(Cl)cc1)c1nnc(Cc2ccc(Cl)cc2)o1	-0.2	0.2	-11	10	0	-7	-0.6	1.7	1
CC(C)CNC(=O)c1cc2nc3c(c(C(F)(F)F)n2n1)CCc1ccccc1-3	i	-0.3	-3	2	4	-5	.	.	.
O=S(=O)(c1ccc2ncn(O)c2c1)N1CCOCC1	-0.4	0.9	3	5	3	5	-0.9	-0.7	1
CCCCC(=O)N(C)c1c(CC)nc2c(OCc3ccc(C#N)cc3)cccn12	-0.5	.	.	14	.	0	0.0	1.9	1
OCCN1CCN(c2ncnc3c2c(-c2ccccc2)cn3-c2ccc(F)cc2)CC1	i	0.2	-2	7	-4	0	-0.5	1.4	-4
COc1ccccc1N1C(=O)C2C(C(=O)c3ccccc3)=NN(c3ccc(Br)cc3)C2C1=O (stereo not given)	-0.5	.	-14	9	-1	-1	.	-0.1	.
O=C(COc1ccccc1[N+](=O)[O-])Nc1cc(C(=O)O)cc(C(=O)O)c1	-1.3	1.2	-18	7	3	-12	0.5	-0.3	0

Compound profiles (already shown):
`CCCCOC(=O)C1=C(C)Nc2nnnn2C1c1ccccc1Cl` (stereo not given) is entered as BH1578 lux ind: i; PfHsp40 rescue: 2.4; SSB-PriA inh: 1; Yp Topo-I inh: 16; SARS 3CLpro inh: -1; PrPC TRFRET: 13; BoNT-A LC inh2: -0.5; TcdB inh: .; Anthrax LF prot: 1
`Oc1ccccc1OCC(O)c1ccccc1` (stereo not given) is entered as BH1578 lux ind: -0.2; PfHsp40 rescue: -0.4; SSB-PriA inh: -1; Yp Topo-I inh: -4; SARS 3CLpro inh: 4; PrPC TRFRET: 14; BoNT-A LC inh2: 1.4; TcdB inh: 0.9; Anthrax LF prot: -2

Other structures follow.
SMILES	BH1578 lux ind	PfHsp40 rescue	SSB-PriA inh	Yp Topo-I inh	SARS 3CLpro inh	PrPC TRFRET	BoNT-A LC inh2	TcdB inh	Anthrax LF prot
COC(=O)C1=C(c2ccc(OC(F)(F)F)cc2)C[C@@H]2CC[C@H]1N2C(=O)NCCOc1ccccc1Cl	-0.4	15	-7	9	.	9	-0.5	0.5	-9
CC(NCc1cccs1)c1ccccc1 (stereo not given)	0.8	0.2	-7	4	-6	-1	0.4	0.1	0
c1ccc(N2CCN(c3nnc(Cc4cccnc4)c4ccccc34)CC2)nc1	-0.5	-0.8	4	18	-1	-1	0.4	.	-3
CCOC(=O)N/N=C\c1ccc([N+](=O)[O-])s1	i	9.1	.	6	1	-60	0.5	-0.4	-1
Cc1ccc(S(=O)(=O)N(C)CC(=O)OCC(=O)NCCN2C(=O)CSC2=O)cc1	-0.6	-0.3	-9	12	.	-3	-0.3	0.7	-1
CSc1cccc(NS(=O)(=O)c2cccc3nsnc23)c1	-1.5	-1.5	0	-3	-1	-13	0.3	.	-2
COC(=O)c1ccccc1N(Cc1ccccc1)S(C)(=O)=O	0.6	-0.5	-5	0	-4	4	-0.2	.	-2
Cc1cc(Cl)ccc1OCC(=O)N1CCCCC1	2.3	0.4	-13	12	-8	4	0.2	.	0
CC(C)(O)C#Cc1ccc(N2C(c3ccsc3)=Cc3ccc(F)cc3C2c2c[nH]c3ccc(C#N)cc23)cc1 (stereo not given)	.	.	.	.	.	-9	1.4	0.3	-7
Cc1cccc(S(=O)(=O)C(C#N)c2nc3ccccc3nc2N2CC(C)OC(C)C2)c1 (stereo not given)	i	0.7	11	-1	-5	-5	2.0	.	0
NC(=O)CSc1nc2c(c(=O)n1-c1ccccc1)C1(CCCCC1)Cc1ccccc1-2	-4.5	0.3	1	13	0	-1	-0.6	0.9	-1
O=C(NC(=S)NCc1ccccc1)c1cccc(Cl)c1	0.0	29*	-22	8	7	4	.	-7.2	.
Cc1nc2ccccc2nc1OCc1ccc([N+](=O)[O-])cc1	-0.2	-0.7	-1	-1	3	-12	0.4	0.8	0
CCN(CC)C1Oc2cc3c(cc2C(c2cccc(OC)c2O)C1C)OCO3 (stereo not given)	i	-0.4	14	6	.	-1	-0.7	4.5	2
COc1ccc(NC(=O)c2cccc3c(-c4ccc(OC)cc4C)coc23)cc1	-0.6	.	.	28	.	15	-0.2	-1.2	7
O=c1c2c3c(sc2nc(NCCO)n1CCc1ccccc1)CCCCC3	-0.2	4.2	9	-3	3	13	-0.2	.	1
CCN(CC)S(=O)(=O)c1ccc(NC(=O)CCNC(=O)c2ccco2)cc1	-4.0	1.9	-6	5	4	1	-2.2	-6.3	-2
CCOC(=O)N1CCN(C(=O)C2CCC(=O)N(Cc3ccccc3OC)C2)CC1 (stereo not given)	i	.	.	5	.	-6	-0.5	1.6	1
O=C(Nc1nc2ccccc2[nH]1)C1CCC1	-0.2	0.8	-4	2	1	9	0.6	1.8	8
O=C(NCc1ccco1)C(c1ccccc1)N(Cc1cccnc1)C(=O)Cn1nnc2ccccc21 (stereo not given)	0.3	-1.6	0	-7	0	-8	-1.0	.	-7
CCN(C[C@H]1N[C@@](CC)(C(=O)OC)[C@H]2C(=O)N(Cc3ccccc3)C(=O)[C@@H]12)C(=O)Nc1ccc(C(F)(F)F)cc1	i	1.0	-12	8	.	-7	-1.1	0.4	-4
O=c1[nH]cnc2c1sc1nc3c(c(-c4ccc(Cl)cc4)c12)CCC3	-0.4	-1.0	-10	3	4	-1	0.4	.	1
CC(C)CC(=O)Nc1ccc2ccccc2c1	-3.1	0.5	-2	4	0&-3	2	-0.3	-1.4	-3
O=C(NCc1nc2ccccc2[nH]1)C1=C[C@H](c2ccccc2)C[C@H](OCc2ccc(CO)cc2)O1	-0.6	0.7	0	22	7	-2	0.2	0.0&-11	1
Cc1csc(NC(=O)CSc2nnc(-c3ccccc3)o2)n1	i	-1.0	-1	12	3	11	0.4	.	1
COc1ccc(Cl)cc1NC(=O)CN1CCc2ccccc2C1	107*	-0.8	-33	9	0	8	1.1	-0.9	1
CC(Oc1cccnc1[N+](=O)[O-])C(=O)Nc1ccc(Cl)cn1 (stereo not given)	1.0	0.9	-2	-7	.	6	-6.6	0.4	-1
Nn1c(SCC(=O)NC(=O)NC2CCCC2)nnc1-c1ccccc1F	-0.2	-0.7	-14	9	-2	-5	-0.3	.	-1
Clc1ccccc1CONc1ncnc2nonc12	-0.2	-0.5	-13	-4	-5	-7	-0.2	1.3	3
COc1ccc(N(CC(=O)Nc2ccccc2C(=O)NCC(C)C)S(C)(=O)=O)cc1	-0.4	0.1	-10	2	3	1	-0.4	.	-1
CCCc1cc(=O)n2[nH]c(CCc3ccccc3)nc2n1	11	0.4	-4	2	3	-1	-0.2	.	-2
COc1cccc(/C=N/n2c(C3CCCCC3)n[nH]c2=S)c1O	i	-0.2	.	1	4	3	-1.7	2.0	9
CCn1cc(C(=O)NCc2ccc3c(c2)OCO3)c(=O)c2cc(F)c(N3CCN(C)CC3)cc21	1.8	-1.2	-3	1	-8	-4	-0.4	.	-3
CCCC(=O)Nc1nnc(S(=O)(=O)N(CC(C)C)c2ccccc2)s1	i	-1.6	-12	-2	5	-2	-1.6	-0.3	-1
S=C(NCc1ccccn1)Nc1ccc(Br)cc1Cl	-0.5	0.1	18	3	3	0	0.0	1.2	0
CN1C(=O)C2(NCCc3c2[nH]c2ccccc32)c2ccccc21 (stereo not given)	.	-0.5	-3	-2	-5	0	-0.5	.	7
CC(C)Nc1cc(C(F)(F)F)nc(-c2ccccn2)n1	-2.2	0.6	5	2	3	3	-3.8	.	-3
N#CCCN1CCN(S(=O)(=O)c2cc(Cl)ccc2Cl)CC1	-0.1	-1.0	-8	-3	-3	4	-0.5	0.8	0
COc1ccc(C(=O)NN2CCOCC2)cc1[N+](=O)[O-]	0.3	-1.0	-1	4	5	-9	.	1.5	.
N#Cc1ccc(NC(=O)c2cccs2)nc1	1.5	-0.3	-1	3	-1	0	-3.4	1.5	-2
COc1ccccc1C(=O)NC1CCCCCCC1	-0.2	0.0	-11	11	0	-2	1.1	.	-3
COc1cccc(N=Cc2c(O)n(Cc3ccco3)c(=O)[nH]c2=O)c1	i	0.6	-6	7	2	3	0.3	1.7	-6

Compound activity from PubChem.

Some of the compounds tested (hit frequency here may not be typical).
